# Compound activity from PubChem.
# TGFb SMAD3 inh: qHTS for Inhibitors of TGF-b; HepG2 CAGA-GFP TGF-b/SMAD3 reporter, GFP fluorescence, 18 h; TGF-beta stimulated, 500 pg/mL final; Potency, µM (titrated, usually from 46.1 µM), without a hit: top-dose activity, negative = inhibition, hits mostly inhibitors; 410,000 compounds, 1.2% hits; AID 588855, 2011; note: potency is the fitted concentration of half-maximal effect; % is set by controls: 0 for no effect and ±100 for the full control effect; nearly all actives have a fitted effect of over 65% in size
#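 HEPG2 CAGA-GFP, 1000 cells/well; 2 h settle, 37 C; cpd via pin tool; TGF-b 500 pg/mL final; 18 h, 37 C; GFP imaging ex488/em500-530; %Activity normalised to -TGF-b and +DMSO controls; CRC fit, curve class.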
# Nrf2 inh: Nrf2 qHTS screen for inhibitors. A549 ARE-Fluc reporter, luciferase luminescence, 18-24 h. Potency, µM (titrated, usually from 46 µM), without a hit: top-dose activity change, negative = inhibition, hits mostly inhibitors. 360,000 compounds, 2.1% hits; note: potency is the fitted concentration of half-maximal effect; % is set by controls: 0 for no effect and ±100 for the full control effect; nearly all actives have a fitted effect of over 60% in size
#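 Reporter: ARE-Fluc in A549. Exposure: 18-24 h, 37 °C, 5% CO2, 5% FBS OPTI-MEM. Readouts: fluorescent cytotoxicity (CellTiter-Fluor), then luminescent Nrf2 signal after BugLite.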
# A549 tox: Nrf2 qHTS screen for inhibitors: counterscreen for cytotoxicity | Potency, µM (titrated, usually from 46 µM), without a hit: at the highest dose activity change, negative = cytotoxicity, most hits filed as inhibitors | A549 ARE-Fluc cells, CellTiter-Fluor viability, 18-24 h | 390,000 compounds, 0.16% hits; note: potency is the fitted concentration of half-maximal effect; % is set by controls: 0 for no effect and ±100 for the full control effect
#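 Cytotoxicity counterscreen: CellTiter-Fluor fluorescence was measured in A549 ARE_Fluc cells after 18-24 h of compound exposure in a concentration series. The subsequent BugLite luminescent read reports ARE-luciferase activity.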
# EPAC2 agonist: qHTS for Agonist of cAMP-regulated guanine nucleotide exchange factor 4 (EPAC2): primary screen | EPAC2 activation, biochemical qHTS; response scale: 100% = 6.5 mM cAMP response | Potency, µM (top dose mostly 154 µM), without a hit: at the top dose activation, most hits filed as activators | 360,000 compounds, 0.079% hits | Rap guanine nucleotide exchange factor 4 (Homo sapiens), Q8WZA2 | AID 720711, 2013; note: potency is the fitted concentration of half-maximal effect; nearly all actives have a fitted effect of over 50% in size
# Target sequence (Q8WZA2 whole entry, looked up): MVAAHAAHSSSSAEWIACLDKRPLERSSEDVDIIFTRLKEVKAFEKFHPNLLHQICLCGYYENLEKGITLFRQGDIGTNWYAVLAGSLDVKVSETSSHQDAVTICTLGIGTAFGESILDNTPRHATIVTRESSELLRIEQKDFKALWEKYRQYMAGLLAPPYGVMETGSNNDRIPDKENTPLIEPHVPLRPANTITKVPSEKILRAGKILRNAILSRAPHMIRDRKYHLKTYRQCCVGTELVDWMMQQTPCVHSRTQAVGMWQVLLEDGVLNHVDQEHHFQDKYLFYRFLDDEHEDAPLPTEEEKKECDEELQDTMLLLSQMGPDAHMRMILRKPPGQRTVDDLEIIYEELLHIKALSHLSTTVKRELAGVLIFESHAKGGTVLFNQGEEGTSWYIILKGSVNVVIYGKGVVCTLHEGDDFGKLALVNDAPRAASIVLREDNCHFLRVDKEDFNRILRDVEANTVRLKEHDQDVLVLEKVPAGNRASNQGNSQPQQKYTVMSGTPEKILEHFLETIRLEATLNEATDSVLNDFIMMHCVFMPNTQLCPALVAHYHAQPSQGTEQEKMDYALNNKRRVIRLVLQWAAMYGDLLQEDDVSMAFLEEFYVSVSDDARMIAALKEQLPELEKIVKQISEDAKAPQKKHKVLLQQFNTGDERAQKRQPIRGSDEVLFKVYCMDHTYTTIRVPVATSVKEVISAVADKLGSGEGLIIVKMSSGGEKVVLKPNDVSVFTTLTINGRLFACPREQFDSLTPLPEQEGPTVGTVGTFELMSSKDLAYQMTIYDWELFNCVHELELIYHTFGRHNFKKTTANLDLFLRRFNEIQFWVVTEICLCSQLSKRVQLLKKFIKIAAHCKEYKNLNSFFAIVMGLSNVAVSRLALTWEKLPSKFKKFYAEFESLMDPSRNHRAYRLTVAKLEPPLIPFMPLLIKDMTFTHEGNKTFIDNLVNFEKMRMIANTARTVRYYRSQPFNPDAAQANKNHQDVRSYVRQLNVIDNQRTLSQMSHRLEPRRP
#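 qHTS, titration series. 100 nM EPAC2 / 250 nM Rap1B-BODIPY-GDP / 50 uM GDP; RT; ex 480/em 540 nm, 5-min reads to 30 min. Norm. to 6.5 mM cAMP = activation.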
# CCT modulator: High-Throughput Screening for Modulators of Cytosolic Chaperonin Activity. activity change, % (no concentration beside the values), hits read low. 360,000 compounds, 0.3% hits. purified chaperonin ATPase assay, HTRF ADP detection, 30 min; in the data active = activity change below about -30%; note: % is set by controls: 0 for no effect and ±100 for the full control effect
#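 TRiC (40 or 20 nM final, by batch activity) in 30 mM Tris pH 7.4, 100 mM KCl, 5 mM MgCl2, 1 mM DTT was treated with compound at 76 uM single dose, then 10 uM ATP, 30 min at 37 °C. ADP was read by HTRF Transcreener.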
# EPAC2 antag: qHTS for Antagonist of cAMP-regulated guanine nucleotide exchange factor 2 (EPAC2): primary screen; 360,000 compounds, 0.18% hits; Rap guanine nucleotide exchange factor 4 (Homo sapiens), Q8WZA2; Potency, µM (doses to about 114 µM), for the others: at the highest dose activity, negative = inhibition, usual class: inhibitors; EPAC2 GEF exchange of Rap1B-BODIPY-GDP, fluorescence; note: potency is the fitted concentration of half-maximal effect; % is set by controls: 0 for no effect and ±100 for the full control effect; nearly all actives have a fitted effect of over 45% in size; many of its hits are not listed in these tables
# Mm-Cpn inhibitor: Inhibitors of TCP-1 ring complex (TRiC) of Methanococcus maripaludis (MmCpn): qHTS; purified Mm-Cpn ATPase, ADP Transcreener TR-FRET; Potency, µM (doses to about 76.9 µM), for inactives: at the top dose activity, negative = inhibition, most hits filed as inhibitors; 330,000 compounds, 0.031% hits; note: potency is the fitted concentration of half-maximal effect; % is set by controls: 0 for no effect and ±100 for the full control effect; nearly all actives have a fitted effect of over 80% in size
#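 TR-FRET (320 nm excitation; 590 and 665 nm emission) reports ADP made from 10 uM ATP by 25 nM enzyme; compounds were preincubated 10 min, reaction run 30 min, both at 37°C.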
# Nrf2 activator: qHTS of Nrf2 Activators. 410,000 compounds, 0.31% hits. Potency, µM (highest dose often 46.1 µM), for the others: at the top dose activation, actives largely listed as activators. AREc32 ARE-luciferase reporter (MCF7-derived line), luminescence, 24 h; note: potency is the fitted concentration of half-maximal effect; % of control where 0% means no effect; nearly all actives have a fitted effect of over 65% in size
#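 ARE activation measured as luciferase luminescence (Steady-Glo, 30 min RT) in AREc32_Fluc cells after 24 hr compound exposure at 37 deg C, 5% CO2; cells seeded overnight at 1000/well in OPTI-MEM, 5% FBS.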
# pAkt inh: HTS Assay for Inhibitors of Akt Phophorylation: Primary Screen; Neuro2A IGF-stimulated pAkt S473 HTRF, 20 min; hits give low values; activity change, % for hits at 50 µM; 360,000 compounds, 0.32% hits; in the data active = activity change below about -80%; inconclusive = mostly about -51% to -80%; note: % is set by controls: 0 for no effect and ±100 for the full control effect
#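 Neuro2A cells (4,500/well, DMEM with 0.5% FBS) were treated with compound at a single 50 µM final concentration, stimulated with 6 nM IGF for 20 min at 37 °C, and lysed. Phospho-Akt Ser473 was read by HTRF as 665/615 ratio ×10^4.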
# * hit, by the source's call; i = inactive; ? = inconclusive; nt = not tested or not shown; & = joins results of further samples. Unless noted, calls come from the whole dose curve; as a rule, active = well fitted curve in the direction sought with a large enough effect; inconclusive = small, poorly fitted or top-dose-only effect, or another doubt; inactive = no such curve, though single readings can be large; an effect the other way counts as inactive or inconclusive. This is a subset. The share of hits here may be higher or lower than overall.
SMILES,TGFb SMAD3 inh,Nrf2 inh,A549 tox,EPAC2 agonist,CCT modulator,EPAC2 antag,Mm-Cpn inhibitor,Nrf2 activator,pAkt inh
CCc1ccc(NC(=O)CSc2nc(=O)n(CCCN3CCOCC3)c3c2CCCC3)cc1,-3%,-4%,-16%,-6%,2.3,4%,-1%,0.5%,i
O=C(Nc1ccc2c(c1)OCO2)c1cc(C2CCCCN2C(=O)c2ccc3c(c2)CCO3)on1 (centres undefined),-5%,nt,nt,7%,0.3,0%,nt,2.9%,nt
CNC(=O)C1CCC(Cn2c(=O)[nH]c3ccsc3c2=O)CC1 (centres undefined),-5%,?,7%,nt,nt,nt,nt,0.7%,nt
O=[N+]([O-])c1cc(-c2nc(-c3ccncc3)no2)ccc1NCc1ccccc1,-2%,9%,1%,nt,nt,nt,nt,2.4%,nt
CC(C)(C)n1cnc2cc(NCc3ccc(Br)cc3)ccc21,?,?,-5%,2%,-0.3,-6%,0%,3.4%,i
CC(=O)N1CCOc2ccc(S(=O)(=O)Nc3cccc(C)c3)cc21,6%,2%,2%,-6%,0.0,2%,-1%,-0.1%,i
O=S(Cc1ccc(Cl)cc1)c1ccccc1 (centres undefined),24%,-1%,-5%,8%,-0.3,6%,nt,0.8%,i
Cc1ccc(NC(=O)C2CCCN2C(=O)Oc2ccccc2)cc1 (centres undefined),3%,-4%,11%,9%,0.0,-8%,-2%,-0.8%,i
COc1ccc(NC2CCCN(C(=O)CCN3CCCO3)C2)cc1 (centres undefined),5%,8%,-3%,1%,-0.9,10%,1%,0.5%,i
CC(=O)Nc1cc2nn(-c3ccccc3)nc2cc1Cl,-7%,?,-2%,1%,-1.3,4%,0%,7.7%,i
COc1ccc(NC(=O)c2cccc3c2C(=O)N(C2CCCCC2)C3)cc1,-5%,?,2%,10%,-0.5,5%,1%,0.3%,i
O=S1CCCSC1c1cccnc1 (centres undefined),2%,1%,2%,5%,-4.1,3%,1%,0.1%,i
Cc1ccc(S(=O)(=O)CC(=O)c2cc(C)c(O)c(C)c2)cc1,4%,-2%,-15%,-10%,-2.6,6%,1%,0.2%,i
Brc1ccccc1Cn1c(-c2cscn2)nc2ccccc21,13%,?,-1%,26%,1.3,-22%,-3%,0.0%,i
Cc1ccc(C(=O)/C=C2\NCC(C)NC2=O)cc1 (centres undefined),9%,?,-13%,-2%,-3.3,-7%,1%,-0.3%,i
O=C(CSc1ccccc1C(=O)O)NCC1CCCCC1,19%,0%,6%,1%,-0.5,-2%,1%,0.6%,i
CC1CCCCC1NC(=O)CSc1nc2ccccc2[nH]1 (centres undefined),-6%,?,0%,3%,-1.1,-4%,-2%,-0.2%,i
N#C/C(=C(\O)c1ccco1)c1ccccn1,2%,nt,-13%,-2%,-4.3,1%,0%,24%,i
C[C@]12CCC3C(CC[C@H]4CCCC[C@]34C)C1CC[C@@]2(O)CNCCO (some centres undefined),-3%,10%,3%,3%,-1.4,1%,1%,3.5%,i
CCN(C(=O)CSc1ccccn1)C1CCCCC1,-6%,10%,-2%,8%,1.2,2%,3%,-0.1%,i
O=C(CSc1nnc(CNC(=O)C23CC4CC(CC(C4)C2)C3)n1-c1ccc(F)cc1)Nc1ccccc1,-17%,-7%,-10%,-22%,0.5,8%,1%,3.0%,i
CCN(CCO)c1ncnc2onc(-c3ccc(F)cc3)c12,14%,4%,-2%,4%,-2.1,1%,1%,-0.8%,i
O[C@@H]1CN(CC2CCCCC2)[C@@H](c2ccc(Cl)cc2)C[C@H]1n1cc(-c2ccc(F)cc2)nn1,7%,nt,nt,0%,0.8,6%,nt,0.0%,i
COc1ccc(CNc2nc(-c3ccco3)nn2S(=O)(=O)c2ccc(Cl)cc2)cc1OC,-4%,23%,1%,nt,nt,nt,nt,1.1%,nt
N#CC(C#N)=Cc1cccn1-c1ccc(C(=O)O)cc1,?,0%,-13%,6%,-0.9,6%,0%,5.1%,i

# Part of the list above, with values under each structure:
# Values run as follows: TGFb SMAD3 inh | Nrf2 inh | A549 tox | EPAC2 agonist | CCT modulator | EPAC2 antag | Mm-Cpn inhibitor | Nrf2 activator | pAkt inh
CCN(C(=O)CSc1ccccn1)C1CCCCC1
    -6% | 10% | -2% | 8% | 1.2 | 2% | 3% | -0.1% | i
CC1CCCCC1NC(=O)CSc1nc2ccccc2[nH]1 (centres undefined)
    -6% | ? | 0% | 3% | -1.1 | -4% | -2% | -0.2% | i
CCN(CCO)c1ncnc2onc(-c3ccc(F)cc3)c12
    14% | 4% | -2% | 4% | -2.1 | 1% | 1% | -0.8% | i
COc1ccc(NC(=O)c2cccc3c2C(=O)N(C2CCCCC2)C3)cc1
    -5% | ? | 2% | 10% | -0.5 | 5% | 1% | 0.3% | i
CNC(=O)C1CCC(Cn2c(=O)[nH]c3ccsc3c2=O)CC1 (centres undefined)
    -5% | ? | 7% | nt | nt | nt | nt | 0.7% | nt
O[C@@H]1CN(CC2CCCCC2)[C@@H](c2ccc(Cl)cc2)C[C@H]1n1cc(-c2ccc(F)cc2)nn1
    7% | nt | nt | 0% | 0.8 | 6% | nt | 0.0% | i

# Later entries
SMILES,TGFb SMAD3 inh,Nrf2 inh,A549 tox,EPAC2 agonist,CCT modulator,EPAC2 antag,Mm-Cpn inhibitor,Nrf2 activator,pAkt inh
O=C(COC(=O)/C=C/c1cccc(C(F)(F)F)c1)NC(=O)NCc1ccccc1,-24%,-8%,0%,-5%,-4.7,-4%,-3%,0.4%,i
Cc1ccc(S(=O)(=O)c2nc(-c3ccc(F)cc3)oc2N2CCN(c3ccccc3)CC2)cc1,0%,9%,-6%,nt,nt,nt,nt,0.3%,nt
COc1ccccc1NC(=O)NNC(=O)c1ccc2c(c1)NC(=O)C(C)(C)O2,1%,1%,-9%,5%,-2.3,-1%,26%,-0.3%,i
CC(C)(C)C(=O)Nc1ccc(-c2nc3ccc(NC(=O)C(C)(C)C)cc3[nH]2)cc1,-15%,17%,-8%,nt,nt,nt,nt,6.3%,nt
Cc1ccc(Cl)cc1N1CCN(S(=O)(=O)c2c(C)[nH]c(=O)[nH]c2=O)CC1,?,?,-8%,-3%,-1.6,13%,-1%,-0.5%,i
CCOc1ccc(NC(=O)CSc2nc3ccsc3c(=O)n2CCCCC(=O)O)cc1,-14%,nt,nt,13%,-1.3,11%,nt,-1.3%,i
Cc1ccc(S(=O)(=O)N/N=C/c2c(C)nn(-c3ccccc3)c2C)cc1,0%,nt,-20%,0%,-2.0,-10%,-1%,-0.6%,i
CCOc1cc(C=O)ccc1OS(=O)(=O)c1ccc(NC(C)=O)cc1,-34%,0%,4%,4%,-6.9,-20%,0%,-0.4%,i
COc1ccc(N(CC(=O)Nc2ccc(C)c(F)c2)S(=O)(=O)c2c(C)noc2C)cc1,-1%,-16%,-3%,3%,-1.8,-10%,-2%,-0.9%,i
O=C(Nc1ccccc1Cc1ccccc1)c1ccc2c(c1)SC1=NS(=O)(=O)CCN12,-6%,?,0%,9%,-2.8,-7%,1%,-0.3%,i
O=C(NCC1OCCc2ccccc21)c1cc(COc2ccc(F)cc2Cl)on1 (centres undefined),?,-8%,0%,6%,-0.6,3%,-2%,-0.1%,i
O=S(=O)(Nc1cccc(S(=O)(=O)N2CCCCCC2)c1)c1ccccc1,-1%,-7%,-2%,12%,-1.3,-21%,4%,2.2%,i
Cn1c(=O)n(C)c2cc(NC(=O)CSc3nnc(-c4ccccc4O)n3-c3ccccc3)ccc21,-51%,nt,-6%,-17%,0.5,12%,2%,23%,i
COc1ccc(/C=C2\SC(=O)N(CCc3nnc(N)s3)C2=O)cc1,-8%,12%,1%,4%,-1.5,16%,3%,-1.0%,i
Cc1onc(-c2ccccc2)c1NC(=O)N(CCC#N)Cc1ccccc1,-1%,-5%,-2%,8%,1.8,0%,0%,0.1%,i
CCC(=O)Nc1cccc(NC(=O)CSc2nnnn2C)c1,-2%,?,6%,1%,-2.6,-2%,1%,0.1%,i
CCCCOc1ccc(OCCNC(=O)c2ccco2)cc1,-10%,?,-6%,0%,0.6,-1%,-3%,4.0%,i
COc1ccc(OCCCCOc2ccccc2Cl)cc1,6%,3%,1%,7%,-1.4,-2%,2%,-0.3%,i
CCC(NC(=O)c1ccccc1O)c1ccccc1 (centres undefined),-15%,nt,15%,7%,-2.5,-4%,1%,-0.3%,nt
Cc1csc(-c2cc(C(=O)NCc3cc(C(F)(F)F)cc(C(F)(F)F)c3)n[nH]2)c1,10%,nt,nt,-4%,0.0,-19%,nt,4.2%,i
O=c1ccc(-c2ccc(S(=O)(=O)Nc3ccccc3Cl)o2)n[nH]1,15%,-9%,4%,-9%,-0.5,1%,0%,-0.3%,i
CCN(Cc1ccccc1)C(=O)CN1C(=O)COc2ccc(S(=O)(=O)N3CCCCCC3)cc21,?,-30%&-15%,-12%&-3%,9%,0.3,-16%,-1%,-0.2%&-1.1%,i
Cn1nc(CC(=O)Nc2ccc3c(c2)CCC3)c2ccccc2c1=O,-4%,?,-8%,1%,0.6,6%,1%,-0.1%,-126%*
